MrgX1 antagonist = blocks BAM8-22 activation of human MrgX1 receptor. B-score at 10 µM. actives 1.3% (n = 310,000). MRGX1-HEK293 calcium flux, Fluo-4, BAM8-22 antagonism; hits give low values. Q96LB2;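 active = calcium-response B-score plate-corrected more than 3 library SD below zero, starting fluorescence within 5 deviations, no agonist response on first addition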;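 also: peak minus trough fluorescence over baseline after final BAM8-22 challenge near maximal dose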
TRPC4 act = activators of mouse TRPC4 channel | B-score at 10 µM | Q9QUQ5 | AID 2237 | HEK293 TRPC4beta/mu-opioid, Fluo4 calcium fluorescence; hits give high values | actives 0.49% (n = 310,000);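 active = B-score above 5 SD of library B-scores, and initial fluorescence ratio not above library mean plus 5 SD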;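 also: positive B-score marks a calcium rise read as TRPC4 activation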
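Technique: kinetic Fluo4 calcium fluorescence; Test system: TRPC4beta and mu-opioid receptor HEK293 stable cells; Measure: B-scored integrated calcium fluorescence ratio; Benchmarks: low control buffer alone, high control maximal DAMGO; Schedule: 45 min room-temperature Fluo4 loading, 110 s read.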
TRPC6 activator = mouse TRPC6 channel activation; AID 2550; actives 0.13% (n = 310,000); B-score at 10 µM; HEK293-TRPC6 membrane potential dye fluorescence; hits give high values; Q61143;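 active = B-score of the integrated fluorescence ratio above library mean plus 3 SD, and starting fluorescence ratio within library mean plus 5 SD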;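 also: higher score means more depolarization so channel activation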
TMEM16A act = mouse TMEM16A channel activation, primary screen; HEK293 TMEM16A/YFP-H148Q/I152L, iodide quench fluorescence; hits give low values; B-score at 10 µM; actives 0.3% (n = 340,000);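 active = fluorescence-ratio B-score plate-corrected deviation score at least 3 library SD below zero, with starting fluorescence score within 5 deviations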;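 also: channel opened by trigger with iodide after compound preincubation; score built on the fluorescence ratio of max minus min over baseline; more negative score means more quench and so TMEM16A activation or potentiation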
Target sequence (Q8BHY3 whole entry, looked up): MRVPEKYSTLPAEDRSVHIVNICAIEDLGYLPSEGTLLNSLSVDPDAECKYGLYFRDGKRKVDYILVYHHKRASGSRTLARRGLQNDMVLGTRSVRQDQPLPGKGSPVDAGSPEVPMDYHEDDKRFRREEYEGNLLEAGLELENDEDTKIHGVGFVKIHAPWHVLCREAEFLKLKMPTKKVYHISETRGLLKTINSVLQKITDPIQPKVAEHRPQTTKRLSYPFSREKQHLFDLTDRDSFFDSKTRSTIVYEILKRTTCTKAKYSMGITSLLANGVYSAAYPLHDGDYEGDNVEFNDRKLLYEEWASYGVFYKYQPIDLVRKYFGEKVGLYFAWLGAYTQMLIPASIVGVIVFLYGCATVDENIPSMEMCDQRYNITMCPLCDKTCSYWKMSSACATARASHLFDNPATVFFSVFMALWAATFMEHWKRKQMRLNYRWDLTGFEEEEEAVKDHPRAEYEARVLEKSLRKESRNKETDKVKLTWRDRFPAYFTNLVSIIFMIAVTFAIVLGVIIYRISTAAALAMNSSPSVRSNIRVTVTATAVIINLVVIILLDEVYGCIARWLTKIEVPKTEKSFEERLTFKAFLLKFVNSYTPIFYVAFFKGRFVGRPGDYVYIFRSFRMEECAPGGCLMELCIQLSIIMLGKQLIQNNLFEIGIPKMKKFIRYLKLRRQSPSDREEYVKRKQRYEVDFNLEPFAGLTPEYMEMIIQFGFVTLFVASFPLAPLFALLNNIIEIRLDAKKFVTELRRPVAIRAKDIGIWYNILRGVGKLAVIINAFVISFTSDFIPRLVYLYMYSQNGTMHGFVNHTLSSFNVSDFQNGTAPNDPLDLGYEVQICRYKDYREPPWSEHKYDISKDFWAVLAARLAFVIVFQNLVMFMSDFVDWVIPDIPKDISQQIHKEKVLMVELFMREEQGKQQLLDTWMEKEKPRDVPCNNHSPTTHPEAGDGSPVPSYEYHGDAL
MrgX1 ag = agonists of human MrgX1 receptor; Q96LB2; MrgX1-HEK293 cells, Fluo-4 calcium fluorescence, agonist mode; hits give high values; B-score at 10 µM; actives 0.44% (n = 310,000);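 active = calcium response B-score plate-corrected fluorescence ratio at least 3 library SD, with starting fluorescence B-score inside 5 SD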
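Test system: HEK293 cells stably expressing human MrgX1 receptor; Input: fifteen thousand cells per well; Dosing: compound delivered in addition one of three; Schedule: overnight seeding, then 1 h dark dye loading; Technique: Fluo-4 NW calcium fluorescence; Measure: B-scored fluorescence response ratio; Controls: positive and negative controls per plate.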
MrgX1 PAM = allosterically activates human MrgX1 receptor signaling; Q96LB2; MrgX1-HEK293, Fluo-4 calcium flux, FDSS; hits give high values; B-score at 10 µM; actives 0.63% (n = 310,000);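 active = plate-corrected calcium response at least 3 library SD above typical, normal starting fluorescence, not activating the receptor alone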;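 also: compound read alongside a low EC10 to EC30 dose of BAM8-22 agonist; peak minus trough fluorescence over baseline measured at the second addition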
TRPC4 potent = TRPC4 (mouse) allosteric potentiation. AID 2227. actives 0.42% (n = 310,000). HEK293 TRPC4beta/mu-opioid, DAMGO EC20, Fluo-4 Ca2+ flux; hits give high values. Q9QUQ5. B-score at 10 µM;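 active = B-score of calcium response area above 5 SD of library B-scores, with initial fluorescence ratio within 5 SD of library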;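 also: B-score of integrated fluorescence ratio over time as area under calcium response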
TRPC4 inh = inhibitors of mouse TRPC4 channel. HEK293 TRPC4beta/mu-opioid, DAMGO-evoked Fluo4 calcium flux; hits give low values. actives 0.39% (n = 300,000). B-score at 10 µM. Q9QUQ5;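 active = B-score over 3 SD under the library average, no early fluorescence shift, positive overall ratio signal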
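Material: HEK293 cells with stable TRPC4beta plus mu-opioid receptor expression; probe or stimulus: DAMGO in two steps, submaximal then maximal; technique: Fluo4 calcium fluorescence by kinetic imaging, 5 s 1 Hz baseline; measure: integrated fluorescence ratio relative to baseline, converted to per-well B score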
TRPC6 inh = mouse TRPC6 channel inhibition. actives 1.1% (n = 310,000). HEK293-TRPC6, membrane potential dye, ACh-evoked depolarization; hits give low values. Q61143. B-score at 10 µM;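 active = B-score under library mean minus 3 SD, initial fluorescence not abnormally high, positive integrated signal ratio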;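 also: B-score derived from integrated fluorescence ratio over the kinetic read; more negative B-score means stronger inhibition of depolarization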
ANO1 block = blocks the mouse calcium-activated chloride channel TMEM16A; normalized B-score (activity score, 25-100; higher = stronger inhibition) at 10 µM; HEK293 TMEM16A/YFP iodide influx fluorescence, ionomycin; actives 1.2% (n = 310,000); Q8BHY3;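 active = ratio plate-corrected score three or more library SD toward inhibition, starting fluorescence score within five deviations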;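 also: score derived from kinetic fluorescence span divided by baseline fluorescence per well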
SKKanGAS inh = inhibitors of SKKanGAS S. pyogenes growth in kanamycin (SK-promoter or general growth effect) | BacTiter-Glo, 6 h | inhibition, % at 7.5 µM | actives 1.3% (n = 300,000) | AID 1662;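 active = mean replicate score, as percent of positive control median, at least 50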;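 also: strain carries kanamycin resistance gene driven by streptokinase promoter and grows in 40 µg/ml kanamycin; loss of luminescence reflects streptokinase promoter inhibition or plain growth inhibition; 0% = median of DMSO wells and 100% = positive control at its reference dose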
An asterisk follows results filed as active; i = inactive; nt = no result given.

SMILES	MrgX1 antagonist	TRPC4 act	TRPC6 activator	TMEM16A act	MrgX1 ag	MrgX1 PAM	TRPC4 potent	TRPC4 inh	TRPC6 inh	ANO1 block	SKKanGAS inh
NC(=O)CSC1=Nc2ccccc2C2=NC(c3ccccc3)C(=O)N12 (configuration not stated)	i	i	i	i	i	i	i	i	i	i	-20.1
Cc1ccc(CSc2ccc(C(=O)N3CCOCC3)cc2[N+](=O)[O-])cc1	i	i	i	i	i	i	i	i	i	i	-1.5
CCOC(=O)C1=C(c2ccccc2)N=c2s/c(=C\c3cc(OC)c(OC)c(OC)c3)c(=O)n2C1c1cccs1 (configuration not stated)	i	i	i	i	i	i	i	i	i	i	-0.4
Cc1cc2ccccn2c1C(=O)c1ccc(Cl)cc1	i	i	i	i	i	i	i	i	i	i	20.5
Cc1c(C(=O)NC(C)c2ccc(-n3ccnc3)cc2)cccc1[N+](=O)[O-] (configuration not stated)	i	i	i	i	i	i	i	i	i	i	-2.0
Cc1cc2nc(/C(C#N)=C\c3ccc(-c4ccccc4C(=O)O)o3)[nH]c2cc1C	i	i	i	i	i	i	i	i	i	i	7.4
Cc1cccc2c3nc4ccccc4nc3n(C)c12	i	i	i	nt	i	i	i	i	i	i	5.2
O=C(Nc1ccc(-c2csc(Nc3ccc(Cl)cc3)n2)cc1)c1cccc(C(F)(F)F)c1	i	i	i	nt	i	i	i	i	i	i	4.9
COc1ccc(-n2c(Cc3cccn3C)nnc2SCC(N)=O)cc1	i	i	i	i	i	i	i	i	i	i	-2.4
Cc1nn(-c2ccccc2)c(C)c1C(=O)OCC(=O)c1c(N)n(CC(C)C)c(=O)n(C)c1=O	i	i	i	i	i	i	i	i	i	i	10.7
COc1ccc(Cn2nnnc2C(c2ccncc2)N2CCOCC2)cc1 (configuration not stated)	i	i	i	i	i	i	i	i	i	i	-16.7
CCOc1ccc(CC(=O)NCCS(=O)(=O)N2CCN(c3ccccc3)CC2)cc1	i	i	i	i	i	i	i	i	i	i	-2.9
Cc1ccc(C(C(=O)NC2CCCCC2)N(Cc2ccco2)C(=O)Cc2c[nH]c3ccccc23)o1 (configuration not stated)	i	i	i	i	i	i	i	i	i	i	9.5
COc1ccccc1NS(=O)(=O)c1ccc(N/N=C/C=C/c2ccccc2[N+](=O)[O-])c([N+](=O)[O-])c1	i	i	i	i	i	i	i	i	i	i	7.9
Cc1ccc(Cn2c(SCC(=O)NCc3ccco3)nc3ccsc3c2=O)cc1	i	i	i	i	i	i	i	nt	i	i	-0.2
Cc1sc2ncn(CC(=O)NCc3ccco3)c(=O)c2c1-c1ccccc1	i	i	i	i	i	i	i	i	i	i	-1.7
CC(C)(C)c1ccc(C(=O)NCC(=O)N/N=C/c2cccs2)cc1	i	i	i	i	i	i	i	i	i	i	-4.0
O=C(Nc1cccc2ncccc12)c1ccccc1F	i	i	i	i	i	i	i	i	i	i	1.3
Nc1cc(S(=O)(=O)Nc2cc(Cl)ccc2Cl)ccc1N1CCOCC1	i	i	i	i	i	i	i	i	i	i	nt
O=C(CCC(=O)N(CC(=O)NC1CCCC1)Cc1ccc2c(c1)OCO2)Nc1nccs1	i	i	i	nt	i	i	i	i	i	i	-1.8
O=C(CSc1nnc(-c2ccccc2)o1)Oc1ccc(Br)cc1	i	i	i	i	i	i	i	i	i	i	-0.3
COc1ccc(CC(=O)Nc2ccc(C(C)=O)cc2)cc1	i	i	i	i	i	i	i	i	i	i	14.7
COc1cc(NS(C)(=O)=O)c(OC)cc1NC(=O)c1ccccc1	i	i	i	i	i	i	i	i	i	i	-5.5
c1ccc2c(c1)COC(CN1CCCCC1)OC2	i	i	i	i	i	i	i	i	i	i	2.2
O=C(Nc1ccccc1Oc1ccccc1)c1cc([N+](=O)[O-])ccc1Cl	i	i	i	i	i	i	i	i	i	i	1.8
O=C(O)C=C1C2CC3CC(C2)CC1C3	i	i	i	i	i	i	i	i	i	i	-1.8
c1ccc(Sc2ncnc3c2oc2ccccc23)cc1	i	i	i	i	i	12.2*	i	i	i	i	14.6
COc1ccccc1N1C(=S)NC2CS(=O)(=O)CC21 (configuration not stated)	i	i	i	i	i	i	i	i	i	i	-3.8
C/C(CCC1CC(C)OC1=O)=N\NC(N)=O (configuration not stated)	i	i	i	i	i	i	i	i	i	i	2.0
Cc1ccccc1N1OC2C(=O)N(c3ccc(F)cc3)C(=O)C2C1c1ccccn1 (configuration not stated)	i	i	i	i	i	i	i	i	i	i	-2.4
Cc1occc1-c1nnc(SCC(=O)Nc2nccs2)n1Cc1ccco1	i	i	i	nt	i	i	i	i	i	i	4.9
CN1C(=O)/C(=C/c2ccco2)SC1=Nc1cccc(C(=O)O)c1	i	i	i	i	i	i	i	i	i	i	-4.8
COc1cc(OC)cc(C(=O)NCC(=O)OCC(=O)C(C)(C)C)c1	i	i	i	i	i	i	i	i	i	i	7.3
Cc1nn(CCOc2ccccc2)c(=O)n1-c1cccc(F)c1	i	i	i	i	i	i	i	i	i	i	10.2
COc1cccc(CN2CCN(Cc3cc(OC)c(OC)cc3OC)CC2)c1	i	i	i	i	i	i	i	i	i	i	-2.6
CCOC(=O)c1oc2ccccc2c1COC(=O)CNC(=O)c1ccc(C)cc1	i	i	i	i	i	i	i	i	i	i	1.1
C=CCCCCCCCC(=O)OC	i	i	i	i	i	i	i	i	i	i	0.8
CCC(C(=O)NCc1ccc(F)cc1)N(CCc1ccccc1)C(=O)c1snc(C(N)=O)c1N (configuration not stated)	i	i	i	i	i	i	i	i	i	i	6.0
COc1ccc(C2NC(=O)c3sc(=S)n(-c4ccccc4)c3N2)cc1 (configuration not stated)	i	i	i	i	i	i	i	i	i	i	-0.8
CC(=O)N(C)c1cccc(-c2ccc3nnc(C)n3n2)c1	i	i	i	i	i	i	i	i	i	i	3.6
C/C=C/C(=O)Nc1cccc(C2=NOC3(C2)C[C@@H](C(N)=O)N(C(=O)/C(C)=C/C)C3)c1 (some centres not stated)	i	i	i	i	i	i	i	i	i	i	5.2
CN(CC(=O)Nc1ccccc1C(=O)N1CCCC1)S(=O)(=O)c1ccc(Br)cc1	i	i	i	i	i	i	i	i	i	i	-2.0
CN1CCN(CCCNC(=O)c2ccc(/C=C3\Oc4ccccc4N(Cc4ccccc4F)C3=O)cc2)CC1	i	i	i	i	i	i	i	i	i	i	4.1
Cc1ccccc1NC(=O)COc1coc(CN2CCCc3ccccc32)cc1=O	i	i	i	i	i	i	i	i	i	i	-1.9
CC[C@@]1(c2cccc(C)c2)C(=O)N(C(=O)OC)N1C(=O)OC	i	i	i	i	i	i	i	i	i	i	0.7
CC(C)(C)N=Cc1c(O)ccc2oc3c(c12)CCCC3	i	i	i	i	i	i	i	i	i	i	33.8
Cc1ccc(NC(=O)CSCC(=O)O)cc1	i	i	i	i	i	i	i	i	i	i	2.5
Cc1occc1C(=O)NCc1cccc(CNC(=O)c2ccoc2C)c1	i	i	i	i	i	i	i	i	i	i	16.8
COc1ccccc1NC(=S)N(Cc1ccccc1)Cc1cccs1	i	i	i	i	i	i	i	i	i	i	27.5
Oc1ccc(Br)cc1/C=N/Nc1ccccn1	i	i	i	i	i	i	i	i	i	i	106.0*
More entries follow.
SMILES	MrgX1 antagonist	TRPC4 act	TRPC6 activator	TMEM16A act	MrgX1 ag	MrgX1 PAM	TRPC4 potent	TRPC4 inh	TRPC6 inh	ANO1 block	SKKanGAS inh
NS(=O)(=O)c1ccc(CCNC(=O)CCCCCNc2nc(=S)[nH]c3ccccc23)cc1	i	i	i	nt	i	i	i	i	i	i	-2.6
O=C(Nc1ncn[nH]1)C(F)(F)C(F)F	i	i	i	i	i	i	i	i	i	i	10.4
CCCN(CCC)S(=O)(=O)c1ccc(C(=O)N2CCOCC2)cc1	i	i	i	i	i	i	i	i	i	i	-2.2
CCCCCCCCCCOC(=O)Cn1c(COc2ccc(Cl)cc2)[n+](C)c2ccccc21	-10.3*	i	i	i	i	i	i	i	i	i	108.4*
COc1ccc(NC2CCCN(C(=O)C3=NN(C)C(=O)CC3)C2)cc1OC (configuration not stated)	i	i	i	i	i	i	i	i	i	i	0.5
O=C(COc1cccnc1[N+](=O)[O-])NCCc1ccc(F)cc1	i	i	i	i	i	i	i	i	i	i	5.0
CCN(CC)S(=O)(=O)c1cccc(C(=O)OC2CCOC2=O)c1 (configuration not stated)	i	i	i	i	i	i	i	i	i	i	-10.0
COc1cccc(OCCNC(=O)c2cc([N+](=O)[O-])cc([N+](=O)[O-])c2)c1	i	i	i	i	i	i	i	i	i	i	-2.5
CC(C)(Cc1cc(CC(C)(C)C(=O)O)cc(C(C)(C)C)c1)C(=O)O	-7.55*	i	i	i	i	i	i	i	i	i	-1.5
COc1ccccc1NC(=O)Cc1nnc(SCC(=O)c2ccc(F)cc2)n1C	i	i	i	i	i	i	i	i	i	i	-6.1
O=C(NNS(=O)(=O)c1ccc(F)cc1)c1ccc([N+](=O)[O-])cc1Cl	i	i	i	i	i	i	i	i	i	i	13.4
CCOc1ccc(-c2noc(CCCC(N)=O)n2)cc1OC	i	i	i	i	i	i	i	i	i	i	1.2
CN(c1ccccc1)S(=O)(=O)c1cccc(C(=O)NCCCN2CCCC2=O)c1	i	i	i	i	i	i	i	i	i	i	-2.9
CS(=O)(=O)N(CC(=O)N1CCN(c2ccccc2)CC1)Cc1ccc(Cl)cc1	i	i	i	i	i	i	i	i	-5.63*	i	-3.7
O=C(COc1ccccc1[N+](=O)[O-])Nc1ccccc1N1CCCCC1	i	i	i	i	i	i	i	i	i	i	26.8
O=c1[nH]c2cc3c(cc2cc1CN(CCO)S(=O)(=O)c1ccccc1)OCCO3	i	i	i	i	i	i	i	i	i	i	-1.4
Cn1ncc(C#N)c1NC(=O)C1CC(c2c(F)cccc2Cl)=NO1 (configuration not stated)	i	i	i	i	i	i	i	i	i	i	-8.8
Cc1ccc(OCC(=O)NNC(=O)C2CCN(c3ncccn3)CC2)cc1	i	i	i	i	i	i	i	i	i	i	-3.2
